Screening data: PubChem BioAssay, National Center for Advancing Translational Sciences (NCATS)
Pol iota inh: blocks human DNA polymerase iota activity; Pol iota fluorescent replication assay, 10 min; Potency, µM (highest dose often 115 µM), without a hit: at the top dose activity, negative = inhibition, usual class: inhibitors; 390,000 compounds, 1% hits; Q9UNA4; AID 588590
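Fluorescent replication assay read twice, at 0 min and 10 min after adding 50 nM (final) substrate. Enzyme (10 nM) and compounds were first incubated 15 min at room temperature; enzyme-free buffer wells were negative controls.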
HP1b binding inh: inhibitors of HP1-beta chromodomain binding to methylated histone tails; P83916; AlphaScreen HP1-beta / biotin-H3K9me3 peptide binding; Potency, µM (doses to about 114 µM), inactives show at the highest dose activity change, negative = inhibition, hits mostly inhibitors; 390,000 compounds, 0.56% hits; AID 540317; also: nearly all actives have a fitted effect of over 70% in size; inactives centre near 23
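HP1-beta protein (50 nM final) preincubated 30 min at room temperature with biotinylated H3(1-18)K9me3 peptide (50 nM) in PBS pH 7.4, 0.01% Tween-20, then compound added for 30 min. AlphaScreen streptavidin donor/nickel chelate acceptor beads (10 ug/mL final), 30 min dark, luminescence read.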
GLS inh: blocks human kidney-isoform glutaminase activity | O94925 | GLS enzymatic activity, qHTS titration | Potency, µM (top dose mostly 45.5 µM), for inactives: top-dose activity change, negative = inhibition, actives largely listed as inhibitors | 410,000 compounds, 0.21% hits | AID 624170; also: % is scaled to controls: 0 for no effect and ±100 for the full control effect
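Coupled fluorescence readout: glutamate oxidase/HRP/Amplex Red detect glutamate formed by hKGA from L-glutamine (1 mM solution added). Buffer 45 mM KH2PO4 pH 8.2, 0.02% Tween-20; reads at t0 and 30 min RT.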
BLM helicase inh: blocks DNA unwinding by human BLM helicase; recombinant BLM DNA unwinding, fluorescence dequenching; Potency, µM (highest dose often 56.1 µM), inactives show at the top dose activity change, negative = inhibition, hits mostly inhibitors; 350,000 compounds, 0.2% hits; AID 2528;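 also: plate controls were vehicle for no effect and no enzyme for full effect; nearly all actives have a fitted effect of over 35% in size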
Target sequence (P54132 whole entry, looked up): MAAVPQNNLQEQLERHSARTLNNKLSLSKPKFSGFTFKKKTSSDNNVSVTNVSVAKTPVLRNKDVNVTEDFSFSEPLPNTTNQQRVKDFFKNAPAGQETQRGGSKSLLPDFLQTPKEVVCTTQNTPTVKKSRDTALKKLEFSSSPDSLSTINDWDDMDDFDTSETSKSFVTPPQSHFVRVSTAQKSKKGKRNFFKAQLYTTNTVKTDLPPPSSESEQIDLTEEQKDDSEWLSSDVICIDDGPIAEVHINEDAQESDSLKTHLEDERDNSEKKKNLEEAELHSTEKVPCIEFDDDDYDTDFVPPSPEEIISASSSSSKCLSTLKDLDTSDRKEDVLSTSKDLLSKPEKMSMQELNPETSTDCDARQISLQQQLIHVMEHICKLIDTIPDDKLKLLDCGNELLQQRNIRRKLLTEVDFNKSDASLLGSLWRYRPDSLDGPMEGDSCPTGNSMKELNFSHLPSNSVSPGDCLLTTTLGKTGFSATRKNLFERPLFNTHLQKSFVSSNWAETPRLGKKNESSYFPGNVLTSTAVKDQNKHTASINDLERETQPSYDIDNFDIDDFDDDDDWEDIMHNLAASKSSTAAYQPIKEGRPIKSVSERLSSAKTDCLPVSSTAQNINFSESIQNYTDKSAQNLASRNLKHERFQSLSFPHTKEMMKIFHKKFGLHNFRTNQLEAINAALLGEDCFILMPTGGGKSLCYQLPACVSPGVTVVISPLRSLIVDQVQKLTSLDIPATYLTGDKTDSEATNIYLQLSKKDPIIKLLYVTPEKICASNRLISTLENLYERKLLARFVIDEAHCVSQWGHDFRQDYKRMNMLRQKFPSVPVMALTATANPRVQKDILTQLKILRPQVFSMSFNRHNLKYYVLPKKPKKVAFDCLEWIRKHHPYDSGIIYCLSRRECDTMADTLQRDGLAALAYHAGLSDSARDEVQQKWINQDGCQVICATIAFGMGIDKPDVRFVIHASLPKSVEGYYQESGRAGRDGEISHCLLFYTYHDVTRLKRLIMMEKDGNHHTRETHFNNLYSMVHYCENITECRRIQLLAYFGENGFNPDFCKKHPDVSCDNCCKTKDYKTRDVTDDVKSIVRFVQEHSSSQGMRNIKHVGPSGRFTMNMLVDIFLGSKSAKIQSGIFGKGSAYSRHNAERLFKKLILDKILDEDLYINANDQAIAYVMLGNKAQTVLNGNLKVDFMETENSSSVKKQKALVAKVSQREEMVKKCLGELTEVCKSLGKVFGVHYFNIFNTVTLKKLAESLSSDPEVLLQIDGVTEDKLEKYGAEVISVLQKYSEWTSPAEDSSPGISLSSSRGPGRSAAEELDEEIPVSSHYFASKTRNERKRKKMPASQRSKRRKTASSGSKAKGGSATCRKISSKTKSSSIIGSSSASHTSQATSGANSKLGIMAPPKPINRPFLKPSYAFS
PGK inhibitor: T. brucei PGK inhibition; P07378; PGK/GAPDH coupled, Kinase-Glo luminescence, 60 min; Potency, µM (highest dose often 57.5 µM), for the others: at the top dose activity change, negative = inhibition, hits mostly inhibitors; 380,000 compounds, 0.043% hits; also: % is scaled to controls: 0 for no effect and ±100 for the full control effect; nearly all actives have a fitted effect of over 60% in size
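Recombinant glycosomal PGK reaction used 1,3-bisphosphoglycerate generated in-well by GAPDH (100nM final) in 100mM TEA pH 7.6, 5mM MgCl2, 0.01% Tween-20. After 60 minutes at room temperature, ATP was read by Kinase-Glo Plus luminescence end-point.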
Pin1 inhibitor: human Pin1 inhibition; Potency, µM (top dose mostly 115 µM), inactives show at the top dose activity, negative = inhibition, actives largely listed as inhibitors; Pin1 FP peptide displacement, HiFluor488, 10 min; 390,000 compounds, 0.009% hits; Q13526; active = well fitted inhibition curve with a large enough effect in the polarisation, with a control signal flat, not every such curve was filed as active; inconclusive = small, poorly fitted or top-dose-only effect, or effect the other way, or a change in a side signal; inactive = no such curve, though single readings can be large or run the other way; the % refers to the polarisation; also: % is scaled to controls: 0 for no effect and ±100 for the full control effect
G9a block: G9a (human) methyltransferase inhibition | G9a H3K9 monomethylation, AlphaScreen, 2 h | 350,000 compounds, 8.8% hits | Q96KQ7 | Potency, µM (highest dose often 102 µM), for inactives: at the highest dose activity, negative = inhibition, usual class: inhibitors; also: % is scaled to controls: 0 for no effect and ±100 for the full control effect; nearly all actives have a fitted effect of over 75% in size
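Compounds were preincubated with 20 nM G9a for 15 min, after which biotinylated H3K9 peptide (500 nM) and SAM (20 uM) started a 2 h room-temperature reaction. Monomethylated product was quantified by antibody-based AlphaScreen chemiluminescence.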
BAZ2B inh: BAZ2B (human) inhibition; Potency, µM (series often up to 114 µM), for inactives: at the top dose activity change, negative = inhibition, usual class: inhibitors; 360,000 compounds, 4.4% hits; Q9UIF8; AlphaScreen BAZ2B-H3K14Ac peptide displacement; also: % is scaled to controls: 0 for no effect and ±100 for the full control effect; nearly all actives have a fitted effect of over 60% in size
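Multi-concentration screen (max 110 uM) measuring displacement of acetylated histone H3 peptide from BAZ2B by AlphaScreen, using 50 nM protein, 50 nM peptide and 10 ug/mL streptavidin donor plus Ni-chelate acceptor beads.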
JMJD2A Tudor inh: JMJD2A Tudor domain (human) inhibition; 390,000 compounds, 4.4% hits; AlphaScreen JMJD2A-Tudor / H3K4me3 peptide binding; Potency, µM (series often up to 114 µM), without a hit: top-dose activity change, negative = inhibition, usual class: inhibitors; AID 504339; also: % is scaled to controls: 0 for no effect and ±100 for the full control effect; nearly all actives have a fitted effect of over 50% in size
The depositor's hits bear a star; i = inactive; ? = inconclusive; / = no result given; & = joins results of further samples; [ ] = another dose, or the depositor's remark. Unless noted, calls follow the shape of the dose curve; as a rule, active = well fitted curve in the direction sought with a large enough effect; inconclusive = small, poorly fitted or top-dose-only effect, or another doubt; inactive = no such curve, though single readings can be large; an effect the other way counts as inactive or inconclusive. Potency is read from the fitted curve at half-maximal effect.

SMILES	Pol iota inh	HP1b binding inh	GLS inh	BLM helicase inh	PGK inhibitor	Pin1 inhibitor	G9a block	BAZ2B inh	JMJD2A Tudor inh
COc1ccc(NC(=O)Nc2nnc(Cc3ccccc3)s2)cc1	-9%	20%	1%	-3%	-3%	1%	2%	0%	-9%
COc1ccc(N2CCN(C(=O)c3cc(=O)c4cc(C)ccc4o3)CC2)cc1	141%[activator]	-3%	0%	-3%	3%	10%	-10%	-14%	-18%
CC1=C2C(CCS2(=O)=O)CC2(C1)C(=O)OC(C)(C)OC2=O (stereo unspecified)	?	22%	?	-3%	-16%	-17%	50µM*	-38%	-35%
CC1(NC(=S)NCCCCCCNC(=S)NC2(C)CCS(=O)(=O)C2)CCS(=O)(=O)C1 (stereo unspecified)	16%	40%[activator]	4%	-8%	-4%	0%	3%[59 µM]	-4%	1%
Nc1cccnc1Sc1cccc(Cl)c1	?	42%[activator]	1%	1%	-2%	?	-39%	-36%[57.1 µM]	-15%
Cc1ccc(SCC(CC(C)C)N2CCN(C)CCC2=O)cc1 (stereo unspecified)	1%	10%	/	5%	/	-4%	/	/	-12%
CC1CC1C(=O)OCC(=O)Nc1cc(S(=O)(=O)N2CCCCC2)ccc1Cl (stereo unspecified)	12%	39%[activator]	-2%	/	-2%	-8%	/	/	5%
Cn1nc(NC(=O)C2CCC2C(=O)O)c2c(F)cccc21 (stereo unspecified)	40%	39%[activator]	-1%	-2%	0%	-1%	-5%	-2%	6%
CCCCN(C(=O)CCSc1ccc(F)cc1)c1c(N)n(Cc2ccccc2)c(=O)[nH]c1=O	21%	34%	4%	/	3%	5%	13%[0.501 µM]	-5%	-14%
CCOC(=O)N1CCN(C(=O)CN2C(=O)c3ccccc3S2(=O)=O)CC1	30%	24%	-6%	-5%	-7%	-3%	0%	0%	2%
COc1ccc(S(=O)(=O)Nc2ccccc2N2CCOCC2)cc1[N+](=O)[O-]	4%	2%	-4%	2%	6%	-2%	/	-30%	-23%
CCCC(=O)Nc1ccc(NC(=O)c2ccccc2OC)cn1	8%	11%	5%	2%	-6%	-13%	-4%[59 µM]	-4%	6%
CCOC(=O)c1sc2nc(C)cc(C)c2c1N	-1%	37%[activator]	7%	1%	-7%	?	-30%[59 µM]	8%	-10%
Nc1nc2nc(-c3ccccc3)cc(=O)n2[nH]1	-22%&-2%	15%&17%	4%&13%	6%&2%	-5%	3%&-2%	3%[59 µM]	-16%	?
CCSc1nnc(NC(=O)CSc2nnc(Cc3cccn3C)n2CCc2ccccc2)s1	?	29%	10%	-8%	-6%	13%	3%[12.7 µM]	?	-16%
Cn1c(NC(=O)c2ccccc2NC(=O)C(C)(C)C)nc2ccccc21	4%	102%[activator]	2%	-4%	i	3%	19%[59 µM]	-2%	1%
COc1ccc(CCC(C)NCc2cccc(Br)c2)cc1 (stereo unspecified)	-1%	55%[activator]	0%	2%	-2%	-1%	/	-6%	2%
Cc1c(C(=O)OC(C)C)sc(NC(=O)C2c3ccccc3Oc3ccccc32)c1C(=O)OC(C)C	89µM*	10%	-7%	-13%	9%	4%	-23%[59 µM]	-9%	-12%
CC(=O)Nc1ccc(NC(=O)C(C)Sc2nnc(-c3ccc4c(c3)OCO4)o2)cc1 (stereo unspecified)	31%[activator]	33%	-7%	/	-1%	2%	/	/	-3%
Cc1ccc2[nH]c3c(=O)n(CC(=O)N4CCCCC4)ncc3c2c1	18%	37%	0%	1%	i	-1%	-10%[59 µM]	8%[57.1 µM]	-1%
Cc1ccc(-c2nn(CC(=O)NCCN3CCOCC3)c(=O)c3ccccc23)cc1	7%	27%	15%	-1%	3%	-2%	14%[12.7 µM]	9%	-9%
CCOc1ccccc1NC(=O)Cn1c(=O)n(Cc2ccco2)c(=O)c2ccc(C(=O)NC3CCCC3)cc21	21%	15%	-8%	-6%	5%	5%	-24%[59 µM]	/	-11%
CCC(C(=O)N1CCN(c2ccccc2)CC1)n1nc(C)n2c(cc3sccc32)c1=O (stereo unspecified)	18%	2%	-3%	-4%	i	1%	-21%[59 µM]	-30%	-33%
CCOc1ccc(CCNC(=O)CCCn2c(=O)c3cccn3c3cccnc32)cc1OCC	-12%&2%	61%&33%[activator]	-1%&-9%	-1%&-2%	0%	?	13%	2%&-10%	-19%&-12%
Cc1csc(SCC(=O)Nc2sccc2C#N)n1	22µM*	32%	-1%	-23%	-2%	51%[activator]	2%	56µM*	-5%
CC(NC(=O)CN1C(=O)c2cccnc2Oc2ccc(Cl)cc21)c1ccccc1 (stereo unspecified)	12%	13%	-3%	-1%	-1%	-1%	-1%[59 µM]	3%	-21%
COc1ccc(/C=N/NC(=O)c2ccc(NC(C)=O)cc2)cc1COc1ccc(F)cc1F	35µM*	27%	3%	-12%	-2%	34%[activator]	8%	-4%	-23%
Cc1nc(C(=O)NC2CCOCC2)sc1C1(C)CC(c2ccccc2)=NO1 (stereo unspecified)	18%	16%	1%	-2%	1%	2%	7%[59 µM]	-2%	-4%
COc1cc(CCC(=O)OCC(=O)Nc2cccc(S(=O)(=O)N(C)C)c2)cc(OC)c1OC	7%	17%	9%	3%	9%	-1%	16%[59 µM]	7%	-10%
Cc1cccc(NC(=O)c2ccccc2NC(=O)c2ccccc2)n1	-2%	84%[activator]	-1%	-6%	/	-1%	27%	2%	8%

Compound profiles, as listed above. Order of screens: Pol iota inh	HP1b binding inh	GLS inh	BLM helicase inh	PGK inhibitor	Pin1 inhibitor	G9a block	BAZ2B inh	JMJD2A Tudor inh
Cc1nc(C(=O)NC2CCOCC2)sc1C1(C)CC(c2ccccc2)=NO1 (stereo unspecified) is listed with 18%	16%	1%	-2%	1%	2%	7%[59 µM]	-2%	-4%
CC(NC(=O)CN1C(=O)c2cccnc2Oc2ccc(Cl)cc21)c1ccccc1 (stereo unspecified) is listed with 12%	13%	-3%	-1%	-1%	-1%	-1%[59 µM]	3%	-21%
Cn1c(NC(=O)c2ccccc2NC(=O)C(C)(C)C)nc2ccccc21 is listed with 4%	102%[activator]	2%	-4%	i	3%	19%[59 µM]	-2%	1%

The listing continues:
SMILES	Pol iota inh	HP1b binding inh	GLS inh	BLM helicase inh	PGK inhibitor	Pin1 inhibitor	G9a block	BAZ2B inh	JMJD2A Tudor inh
Cc1nc2cc(-c3cccc(F)c3)nn2c(C)c1CCC(=O)NCCc1ccccc1	5%	26%	4%	-1%	8%	8%	-3%[59 µM]	-22%	-22%
Cc1ccc(C(=O)N2CCC3(CC2)Oc2ccc(Cl)cc2C(=O)C32CC(c3ccccc3)=NO2)s1 (stereo unspecified)	?	2%	-5%	-5%	-11%	-3%	4%[59 µM]	-14%	-22%
Cc1ccc(NC(=O)CN(C)CC(=O)Nc2c(C)cccc2C)c(Br)c1	24%	52%	-11%	-2%	-7%	0%	-6%[12.7 µM]	4%	9%
CCOc1ccc(C(C)NC(=O)Nc2ccccc2C(=O)OC)cc1 (stereo unspecified)	10%	32%	-1%	-7%	4%	1%	-1%[12.7 µM]	-1%	4%
C/C(CCCO)=N/Nc1ccc([N+](=O)[O-])cc1[N+](=O)[O-]	2%	3%	4%	-1%	-1%	1%	-2%	?	-25%
CN(C)c1cccc(C(=O)N2CCCC(C(=O)c3cc(F)ccc3F)C2)c1 (stereo unspecified)	73%[activator]	1%	-5%	-4%	-1%	-2%	?	?	?
CN(CCO)c1c2c(nc3cc(-c4cccc(F)c4)nn13)CCCC2	9%	29%	7%	0%	4%	1%	-25%	6%	0%
Cc1noc(C)c1CSCc1ccc(Cl)cc1	30%[activator]	89%[activator]	1%	2%	-2%	0%	1%	-6%	29%
O=C(NCC1CCCCC1)c1ccc(Br)o1	75%[activator]	35%	8%	0%	-6%	-7%	/	2%	-12%
CCOC(=O)N1CCN(C(=O)c2cn(-c3ccc(C)c(C)c3)c(=O)c3ccccc23)CC1	8%	13%	4%	-1%	-3%	0%	-6%[12.7 µM]	8%	-12%
O=C(Cn1cnc2c(nnn2Cc2ccc(F)cc2)c1=O)N1CCCCC1	-2%	32%	-2%	1%	-6%	-3%	17%[2.33 µM]	2%	-6%
Cc1nc(C)c(C(=O)NCc2ccccc2Cl)o1	15%	-20%	5%	-14%	-7%	9%	?	-2%	?
CC1CCN(c2ccc3c(c2)S(=O)(=O)c2cccc(C(=O)NC4CC4)c2C3=O)CC1	-5%	50%[activator]	2%	/	i	?	/	/	-7%
COc1ccc(OCc2cc(C(=O)NCC3CCCCO3)no2)c(Cl)c1 (stereo unspecified)	16%	25%	4%	0%	4%	5%	49%	5%	?
O=C(Nc1ccccc1C(=O)N1CCOCC1)C1CCCO1 (stereo unspecified)	26%	31%	-1%	1%	-1%	5%	8%[59 µM]	11%	-8%
CCCc1nn2c(N)c(/C=C3\C=Nc4ccccc43)c(=O)nc2s1	-22%[58.9 µM]	7%&12%	6%&24%	-5%&-5%	-2%	?	1%&12%[59 µM]	-7%&-2%	-16%&-3%
COC(=O)c1ccccc1NC(=O)C1CCCCC1C(=O)O (stereo unspecified)	-17%	25%	-18%	0%	-2%	1%	?	-2%	-17%
O=c1cc(NCc2ccccc2)c2ccccc2o1	1%	34%[activator]	-21%	-2%	1%	0%	10%[59 µM]	9%	-4%
CC(C)c1ccc(NC(=O)c2ccc3c(c2)CCCN3S(C)(=O)=O)cc1	-5%	8%	0%	-6%	5%	-5%	-7%[59 µM]	-2%	-27%
CC(C)OCCCNC(=O)C(NC(=O)c1ccc(Cl)cc1)C(C)C (stereo unspecified)	113%[activator]	28%	-2%	9%	0%	-1%	-33%	/	-10%[11.4 µM]
COc1ccc(OC)c(NC(=O)c2cccc(NC(=O)c3ccccc3C(=O)O)c2)c1	2%	5%	4%	-2%	-1%	4%	12%	-25%	-10%
C[C@H](NC(=O)[C@H](Cc1ccccc1)NC(=O)c1cc2cc(Cl)ccc2n1C)C(=O)O	16%	19%	?	-1%	-8%	?	10%	-1%	-21%
COc1cc(NS(=O)(=O)c2ccc(NC(=O)c3cccc(F)c3)cc2)nc(OC)n1	-3%	25%	-3%	3%	0%	-1%	-4%[59 µM]	0%	5%

Only part of the results is shown (hit frequency here may not be typical).
